Compound activity deposited in PubChem BioAssay by National Center for Advancing Translational Sciences (NCATS).
EPAC1 antag = qHTS for Antagonist of cAMP-regulated guanine nucleotide exchange factor 3 (EPAC1): primary screen | Rap guanine nucleotide exchange factor 3 (Homo sapiens), O95398 | EPAC1 GEF assay, Rap1b-BODIPY-GDP exchange fluorescence | Potency, µM (top dose mostly 115 µM), inactives show at the top dose activity change, negative = inhibition, most hits filed as inhibitors | actives 0.14% (n = 360,000) | AID 720709, 2013;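 also: potency is read from the fitted curve at half-maximal effect; plate controls were vehicle for no effect and positive control for full effect; nearly all actives have a fitted effect of over 50% in size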
aSyn rescue = qHTS of alpha-syn Inhibitors. AID 652106, 2013. actives 0.14% (n = 370,000). Potency, µM (top dose mostly 46.1 µM), for inactives: at the highest dose growth rescue (activation), usual class: activators. Yeast expressing alpha-synuclein, growth rescue, BacTiter-Glo, 24 h; also: potency is read from the fitted curve at half-maximal effect; % of control where 0% means no effect; nearly all actives have a fitted effect of over 65% in size
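Galactose-induced alpha-syn yeast (OD600=0.02, raffinose-pregrown) + pinned cpd, 24 hr, 30 deg C; growth by BacTiter-Glo luminescence. Growth restoration scores as activation.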
IL2 activator = qHTS of IL-2 Activators; IL-2 activation reporter assay, cell-based qHTS; stimulated with anti-CD3/CD4/CD28 beads; in transgenic mouse T cells; activation, % (series mostly up to about 46 µM); actives 0.065% (n = 360,000); in the data active = activation above about 50%; inconclusive = mostly about 30% to 49%; also: 0% is about no effect
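Unstimulated transgenic mouse T cells, 750 per well, received compound and, after 60 minutes, anti-CD3/anti-CD4 bead plus anti-CD28 stimulation. EGFP and DsRed were quantified after 18 hours.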
EPAC1 agonist = qHTS for Agonist of cAMP-regulated guanine nucleotide exchange factor 3 (EPAC1): primary screen | EPAC1 agonist qHTS, biochemical assay; response scale: 100% = response to 6.5 mM cAMP | Potency, µM (series often up to 154 µM), for inactives: at the top dose activation, hits mostly activators | actives 0.073% (n = 360,000) | Rap guanine nucleotide exchange factor 3 (Homo sapiens), O95398; also: potency is read from the fitted curve at half-maximal effect; nearly all actives have a fitted effect of over 60% in size
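Compounds were pinned as a concentration titration into mixtures of EPAC1 (100 nM), BODIPY-GDP-loaded Rap1B (250 nM) and GDP (50 uM). After 5 min at room temperature, fluorescence was followed for 30 min; activity was scaled to 6.5 mM cAMP.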
PLK1 PBD inh = qHTS for Inhibitors of PLK1-PDB (polo-like kinase 1 - polo-box domain): Primary Screen; Plk1 PBD binding of FITC phosphopeptide, fluorescence polarization; Potency, µM, without a hit: max response, negative = inhibition, usual class: inhibitors; actives 2.8% (n = 360,000); also: potency is read from the fitted curve at half-maximal effect; series mostly up to about 57 µM; % is scaled to controls: 0 for no effect and ±100 for the full control effect; nearly all actives have a fitted effect of over 65% in size
Target sequence (P53350 whole entry, looked up, the tested form may be a part): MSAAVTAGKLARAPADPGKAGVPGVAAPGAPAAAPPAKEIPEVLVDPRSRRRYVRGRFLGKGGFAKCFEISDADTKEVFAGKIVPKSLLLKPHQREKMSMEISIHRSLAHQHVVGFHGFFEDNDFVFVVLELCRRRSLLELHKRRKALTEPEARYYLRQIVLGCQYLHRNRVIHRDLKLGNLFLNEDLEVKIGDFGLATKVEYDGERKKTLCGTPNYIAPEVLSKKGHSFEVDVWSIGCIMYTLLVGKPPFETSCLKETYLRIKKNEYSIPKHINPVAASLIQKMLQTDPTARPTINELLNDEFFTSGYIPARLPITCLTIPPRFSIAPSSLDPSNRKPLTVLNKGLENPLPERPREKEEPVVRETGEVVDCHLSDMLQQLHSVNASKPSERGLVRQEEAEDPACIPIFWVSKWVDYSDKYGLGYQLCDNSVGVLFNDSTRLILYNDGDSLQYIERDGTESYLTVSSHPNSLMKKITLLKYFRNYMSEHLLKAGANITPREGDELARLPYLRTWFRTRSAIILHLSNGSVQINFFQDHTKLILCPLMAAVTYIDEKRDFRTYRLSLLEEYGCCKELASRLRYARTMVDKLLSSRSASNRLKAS
WRN helicase inh = qHTS for Inhibitors of WRN Helicase | Potency, µM (top dose mostly 114 µM), for inactives: top-dose activity change, negative = inhibition, hits mostly inhibitors | Bifunctional 3'-5' exonuclease/ATP-dependent helicase WRN (Homo sapiens), Q14191 | WRN helicase unwinding, fluorescent forked duplex, kinetic | actives 0.46% (n = 360,000); also: potency is read from the fitted curve at half-maximal effect; % is scaled to controls: 0 for no effect and ±100 for the full control effect; nearly all actives have a fitted effect of over 55% in size
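Kinetic red-fluorescence monitoring (525/598 nm) tracks WRN helicase activity after 100 nM fluorophore-quencher forked duplex and 2 mM ATP are added to 20 nM enzyme pretreated 15 min at room temperature with compound.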
FUS yeast rescue = qHTS for Suppressors of FUS Proteinopathy: Primary screen using FUS-linked yeast assay. S. cerevisiae FUS-expressing, growth rescue, OD600, 24 h. Potency, µM (highest dose often 76.6 µM), for the others: at the highest dose growth rescue (activation), hits mostly activators. actives 0.24% (n = 390,000). AID 1347120, 2019;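 also: potency is read from the fitted curve at half-maximal effect; plate controls were DMSO vehicle for no effect and reference control for full effect; nearly all actives have a fitted effect of over 55% in size; some results filed as inactive show a strong effect at the top dose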
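Read-out: OD at 600 nm after 24hr at 30C, reporting rescue of FUS-induced yeast toxicity. Cells at OD 0.005 in galactose (2%) minimal medium; compounds tested in a dilution series; CP55940 titration from 92uM final as control.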
PI5P4Ka inh = qHTS for Inhibitors of phosphatidylinositol 5-phosphate 4-kinase (PI5P4K) | PI5P4Kalpha enzyme, ADP-Glo luminescence, 60 min; hits give low values | max response, % | actives 1.2% (n = 330,000) | AID 652105, 2013; active = max response of -50% or lower; inconclusive = between -30% and -50%; inactive = -30% or higher; also: value at the top dose of about 77 µM; % is scaled to controls: 0 for no effect and ±100 for the full control effect
Target sequence (P48426 whole entry, looked up): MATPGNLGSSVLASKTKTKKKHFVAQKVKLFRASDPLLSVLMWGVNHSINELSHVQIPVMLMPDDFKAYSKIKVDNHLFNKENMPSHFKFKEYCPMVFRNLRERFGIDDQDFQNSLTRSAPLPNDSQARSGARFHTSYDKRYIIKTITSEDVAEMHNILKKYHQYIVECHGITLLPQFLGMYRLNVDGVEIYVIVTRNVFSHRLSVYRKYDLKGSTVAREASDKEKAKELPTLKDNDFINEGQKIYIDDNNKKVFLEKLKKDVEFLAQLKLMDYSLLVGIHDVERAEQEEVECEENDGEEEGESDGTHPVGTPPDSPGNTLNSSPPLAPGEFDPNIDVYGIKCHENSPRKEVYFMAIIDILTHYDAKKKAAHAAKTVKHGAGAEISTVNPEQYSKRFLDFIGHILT
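Single end-point luminescence (ADP-Glo) quantified ADP from PI5P4Kalpha turnover; ATP 5 microM final, 1 h at RT, 0.1% CHAPS and 0.28 mM EGTA in HEPES pH 7.4.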
Abeta yeast res = qHTS for compounds that reverse cellular toxicity of Amyloid beta (A-beta) peptide in yeast: Primary Screen; Potency, µM (highest dose often 46.1 µM), inactives show at the top dose growth rescue, actives largely listed as activators; yeast expressing A-beta42, growth rescue, OD600, 48 h; response scale: 0% DMSO, 100% iron-clioquinol control; actives 0.063% (n = 410,000); AID 1347071, 2019; also: potency is read from the fitted curve at half-maximal effect; nearly all actives have a fitted effect of over 55% in size
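Yeast growth medium received pinned compounds, then yeast cells expressing toxic A-beta were added; plates incubated at 30 C for 48 hr. Growth read as absorbance at 600 nm, normalized to DMSO and equimolar FeCl3 plus clioquinol controls.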
An asterisk follows results filed as active; ? = inconclusive; · = no result given; [ ] = dose if it differs, or a comment. Unless noted, calls follow the shape of the dose curve; as a rule, active = well fitted curve in the direction sought with a large enough effect; inconclusive = small, poorly fitted or top-dose-only effect, or another doubt; inactive = no such curve, though single readings can be large; an effect the other way counts as inactive or inconclusive.

SMILES	EPAC1 antag	aSyn rescue	IL2 activator	EPAC1 agonist	PLK1 PBD inh	WRN helicase inh	FUS yeast rescue	PI5P4Ka inh	Abeta yeast res
Cc1ccc(Cn2c(N)nc3ccccc32)cc1	-12%	0%	3.5	-6%	4%	7%[57.1 µM]	18%	5	4%
COc1cccc(N2CCN(C(=O)c3cc4c(s3)CCCCC4)CC2)c1	2%	-3%	5.7	3%	-2%	-5%	32%	-8	-18%
NC(=O)Cc1ccc(C(=O)c2ccc(Cl)cc2)s1	-17%	3%	1.0	-6%	-2%	-12%	13%	0	5%
CCC1(c2ccc(F)cc2)NC(=O)N(CC(=O)Nc2cccnc2Cl)C1=O (stereo unspecified)	-10%	0%	0.5	0%	2%	4%	2%	0	-12%
O=C(c1ccccc1)C1CCN(C(=O)c2c(F)cccc2F)CC1	3%	8%	-2.7	10%	-1%	0%	-6%	-1	29%
COc1nc(OC)nc(N2CCC(NC(=O)C(Cc3ccc(C(C)C)cc3)NC(C)=O)CC2)n1 (stereo unspecified)	2%	-2%	-2.9	7%	2%	4%	8%	1	-3%
Cc1c(C(=O)NCCN2CCOCC2)oc2ccc(Br)cc12	2%	-6%	-1.9	5%	-1%	2%	5%	11	-10%
COc1cc(Cl)c(C)cc1NC(=O)c1cccc(OC)c1OC	-7%	0%	-0.6	0%	-8%	-4%	0%	27	-9%
Cc1cccc(OC(C)C(=O)N/N=C\c2ccncc2)c1 (stereo unspecified)	1%	-4%	-0.8	-2%	-7%	4%	0%	2	-3%
Cn1c(OCc2ccc3c(c2)OCO3)nc2c1c(=O)n(Cc1cccc(Cl)c1)c(=O)n2C	9%	-4%	0.1	4%	?	3%	-27%	-10	10%
CC(C)C(=O)N1CCN(c2c(Cl)cccc2[N+](=O)[O-])CC1	1%	1%	0.4	-1%	-2%	-4%	·	-9	-5%
CCNc1nc(NCC)nc(SCCOC(=O)c2ccccc2)n1	-18%	-12%	0.4	2%	-8%	-1%	13%	3	-12%
CCOC(=O)N1CCN(C(=O)c2ccc(Cl)c(NC(=O)c3cccs3)c2)CC1	17%	-6%[1.84 µM]	0.7	-3%	-8%	2%	38%	-4	-2%
O=C(Nc1cccc2ncccc12)c1ccc([N+](=O)[O-])o1	-3%	1%	0.4	-1%	-13%	5%	2%	-1	-7%
Cn1nc(CC(=O)NCc2cccc3ccccc23)c2ccccc2c1=O	-4%	5%	-2.3	-3%	0%	-12%	-34%	10	15%[9.22 µM]
C=CCNC(=O)c1onc(CSc2ccc(Cl)cc2)c1C(=O)O	10%	1%	1.4	-4%	-4%	4%	-30%	?	-1%
O=C(CCn1c(=O)oc2ccccc21)NCCCN1CCN(c2ccc(F)cc2)CC1	7%	·	1.0	4%	0%	-1%	5%	-1	16%
COCCNC(=S)N1CCOCC1	5%	-1%	2.3	6%	-8%	-34%[57.1 µM]	-9%	2	6%
CC1=C/C(=N\N=C2\NC(=O)C(CC(=O)Nc3ccccc3F)S2)CC(C)(C)C1 (stereo unspecified)	-4%	10%	-4.3	6%	-5%	-6%[57.1 µM]	33%	2	10%
NS(=O)(=O)c1cccc(NC(=O)Cn2cnc3ccccc3c2=O)c1	10%	-5%	0.4	6%	-2%	5%	17%	·	11%
COc1ccc(C2(C(=O)NCCCN3CCOCC3)CCOCC2)cc1	22%	-7%	-1.5	-2%	-3%	8%	19%	·	5%
CN1C(=O)c2ccccc2NC(=O)[C@]12O[C@@H]2c1cccc(O)c1	7%	2%	0.8	1%	?	-25%	-16%	-12	-36%[inhibitor]
C[C@H](CO)N1C[C@H](C)[C@@H](CN(C)C(=O)Nc2ccccc2)Oc2cc(Br)ccc2S1(=O)=O	7%	1%	-0.5	-1%	-3%	2%	3%	-4	-5%
CC(C)CCN(C(=O)CCCSc1nc2ccccc2[nH]1)c1c(N)n(Cc2ccccc2)c(=O)[nH]c1=O	?	2%	1.1	-21%	-21%	12%	11%	0	-11%
Cc1sc2ncnc(N3CCCCC3)c2c1C	4%	-3%	-0.9	-1%	-4%	14%	19%	·	-28%
Further entries follow:
SMILES	EPAC1 antag	aSyn rescue	IL2 activator	EPAC1 agonist	PLK1 PBD inh	WRN helicase inh	FUS yeast rescue	PI5P4Ka inh	Abeta yeast res
CN(C)/C=C/c1c([N+](=O)[O-])c2ccc(O)cc2n1-c1ccccc1	?	0%	-3.5	9%	0%	-32%	32%	-59*	-4%
Cc1ccccc1C(=O)N1CCC(C(=O)N2CCCc3ccccc32)CC1	8%	7%	-0.2	0%	2%	7%	·	-13	8%
Nc1cc(-c2ccc(Cl)cc2)nn1-c1ccccc1	?	-3%	-1.1	0%	6%	1%[57.1 µM]	-9%	1	9%
Cc1cccc(NC(=O)CN2C(=O)N/C(=C\c3ccc(-c4cccc(C(=O)O)c4)o3)C2=O)c1	-6%	0%	1.2	2%	?	?	21%	?	6%
O=C(Nc1cc(N2CCOCC2)ncn1)c1ccc(F)cc1	-29%	-9%	-1.7	-10%	-16%	3%[11.6 µM]	?	-7	-27%
O=C(O)CCC(=O)NCc1ccc(C(=O)O)cc1	-5%	1%	0.3	5%	1%	3%	-10%	4	12%
CCC(=O)N(CCc1ccccc1)Cc1cc2cccc(C)c2[nH]c1=O	-9%	3%	-0.2	-10%	-4%	0%	-4%	-3	-18%
CCOc1ccc(C(=O)NC(C)(C)CC)cc1	-6%	1%	-0.4	2%	-1%	5%	1%	0	-1%
Cc1ccc(C)c(CNS(=O)(=O)c2c(C(=O)N3CCCC3)c(C)n(C)c2C)c1	6%	8%	0.9	6%	0%	-1%	-15%	2	2%
C1=C(c2ccc(-c3ccccc3)cc2)Nc2ncnn2C1c1ccco1 (stereo unspecified)	11%	-10%	4.3	89µM*	4.7µM*	-25%	?	-56*	6%
O=C(Nn1cnnc1)c1csc2ccccc12	10%	10%	-1.4	5%	-19%	5%	0%	·	4%
Cc1ccc2c(CC(=O)N3CCN(S(=O)(=O)c4ccc5c(c4)OCCO5)CC3)coc2c1	-1%	4%	2.0	9%	-5%	-4%	?	-1	3%
NNC(=O)CN1C(CN2CCOCC2)=Nc2ccc(Br)cc2C1c1ccccc1 (stereo unspecified)	-25%	2%	-1.5	10%	2%	-2%	10%	3	1%
CC(=O)N1CCN(CC(=O)Nc2ccccc2C(=O)NCc2ccc(C)cc2)CC1	-15%	-4%	-2.8	11%	-6%	2%	-5%	-3	-5%
C=C(C)CNC(=O)CCc1nnc(C2(c3ccc(Cl)cc3)CCC2)o1	-12%	0%	-3.1	-8%	-2%	14%	-16%	0	3%
CN(c1ccccc1N(C)S(=O)(=O)c1ccccc1)S(=O)(=O)c1ccccc1	7%	-3%	0.9	2%	-14%	-1%	-21%	-1	9%
O=C(O)CN1C(=O)/C(=C\c2cccc(OCc3ccc(Cl)cc3)c2)SC1=S	-26%	14%	0.5	-1%	21µM*	?	4%	2	?
O=C1CC(c2ccccc2)Sc2nc3ccccc3n21 (stereo unspecified)	-10%	-22%	-4.3	-8%	-10%	-29%	33%	1	-30%
NC(=O)c1ccc(NC(=O)CN2CCN(Cc3ccccc3)CC2)cc1	10%	-3%	0.2	-13%	-13%	10%	-28%	1	0%
CCN(CC)CCN(Cc1cc2cc3c(cc2[nH]c1=O)OCCO3)C(=S)NCCOC	-10%	-1%	-0.5	9%	-4%	4%	-3%	2	-16%
COc1ccc(NC(=O)Nc2ccc(C)cc2OC(F)F)cc1OC	0%	4%	-0.5	0%	-2%	-8%	10%	1	12%
COc1cccc(OCc2cc(C(=O)N(C)C3CCCCC3)no2)c1	1%	2%	-1.3	-1%	1%	3%	6%	4	5%
CC1CCN(CC(CS(=O)(=O)c2ccc([N+](=O)[O-])cc2)N2CCC(C)CC2)CC1 (stereo unspecified)	-3%	3%	-2.8	13%	?	-9%	-3%	2	-1%
C=CCn1nc2ccccc2c1OCCO	-21%	-3%	0.2	3%	-10%	-2%	-11%	-1	-9%
CCOC(=O)c1ccc(NC2c3ccccc3C(=O)N2c2ccccn2)cc1 (stereo unspecified)	-16%	-1%	-2.0	-5%	-24%	-4%	-7%	-6	0%
(cont.)
SMILES	EPAC1 antag	aSyn rescue	IL2 activator	EPAC1 agonist	PLK1 PBD inh	WRN helicase inh	FUS yeast rescue	PI5P4Ka inh	Abeta yeast res
CC(C)c1nnc(NC(=O)CSc2ncn[nH]2)s1	5%	-9%	0.2	5%	-9%	-6%	25%	-14	1%
CC1CN(Cc2cn(C)nc2-c2ccc(Oc3ccccc3)cc2)CCN1C (stereo unspecified)	-18%	-2%	0.5	5%	-6%	8%	18%	14	15%
COc1cc(C(=O)N=c2sccn2C)c([N+](=O)[O-])cc1OC	0%	5%	0.7	8%	-5%	4%	1%	1	-9%
CCOc1ccc(NS(=O)(=O)c2ccc(C(=O)NCC3(N4CCCCC4)CCCCC3)cc2)cc1	14%	4%	-0.3	-16%	6%	11%	-7%	11	2%
CC(C)C(=O)Nc1ccc(NC(=O)c2cccc3c(Br)cccc23)cc1	-15%	18%	0.8	6%	27µM*	1%	-4%	-12	-7%
O=C1c2ccc3c4c(ccc(c24)C(=O)N1c1ccc(O)cc1)C(=O)N(c1ccc(O)cc1)C3=O	6%	-5%	0.1	5%	-5%	-13%	13%	-14	-8%
